KDM5B inhibitor – KDM5B demethylase inhibition. KDM5B demethylase, FDH-coupled NADH fluorescence (FDH is formaldehyde dehydrogenase). Potency, µM (series often up to 57.7 µM), for inactives: top-dose activity change, negative = inhibition, usual class: inhibitors. 2.6% of 220,000 active; active means well fitted inhibition curve with a large enough effect; inconclusive means small, poorly fitted or top-dose-only effect; inactive means no such curve, though single readings can be large or run the other way; further: 0% is about no effect; nearly all actives have a fitted effect of over 70% in size
Target sequence (Q9UGL1 whole entry, looked up): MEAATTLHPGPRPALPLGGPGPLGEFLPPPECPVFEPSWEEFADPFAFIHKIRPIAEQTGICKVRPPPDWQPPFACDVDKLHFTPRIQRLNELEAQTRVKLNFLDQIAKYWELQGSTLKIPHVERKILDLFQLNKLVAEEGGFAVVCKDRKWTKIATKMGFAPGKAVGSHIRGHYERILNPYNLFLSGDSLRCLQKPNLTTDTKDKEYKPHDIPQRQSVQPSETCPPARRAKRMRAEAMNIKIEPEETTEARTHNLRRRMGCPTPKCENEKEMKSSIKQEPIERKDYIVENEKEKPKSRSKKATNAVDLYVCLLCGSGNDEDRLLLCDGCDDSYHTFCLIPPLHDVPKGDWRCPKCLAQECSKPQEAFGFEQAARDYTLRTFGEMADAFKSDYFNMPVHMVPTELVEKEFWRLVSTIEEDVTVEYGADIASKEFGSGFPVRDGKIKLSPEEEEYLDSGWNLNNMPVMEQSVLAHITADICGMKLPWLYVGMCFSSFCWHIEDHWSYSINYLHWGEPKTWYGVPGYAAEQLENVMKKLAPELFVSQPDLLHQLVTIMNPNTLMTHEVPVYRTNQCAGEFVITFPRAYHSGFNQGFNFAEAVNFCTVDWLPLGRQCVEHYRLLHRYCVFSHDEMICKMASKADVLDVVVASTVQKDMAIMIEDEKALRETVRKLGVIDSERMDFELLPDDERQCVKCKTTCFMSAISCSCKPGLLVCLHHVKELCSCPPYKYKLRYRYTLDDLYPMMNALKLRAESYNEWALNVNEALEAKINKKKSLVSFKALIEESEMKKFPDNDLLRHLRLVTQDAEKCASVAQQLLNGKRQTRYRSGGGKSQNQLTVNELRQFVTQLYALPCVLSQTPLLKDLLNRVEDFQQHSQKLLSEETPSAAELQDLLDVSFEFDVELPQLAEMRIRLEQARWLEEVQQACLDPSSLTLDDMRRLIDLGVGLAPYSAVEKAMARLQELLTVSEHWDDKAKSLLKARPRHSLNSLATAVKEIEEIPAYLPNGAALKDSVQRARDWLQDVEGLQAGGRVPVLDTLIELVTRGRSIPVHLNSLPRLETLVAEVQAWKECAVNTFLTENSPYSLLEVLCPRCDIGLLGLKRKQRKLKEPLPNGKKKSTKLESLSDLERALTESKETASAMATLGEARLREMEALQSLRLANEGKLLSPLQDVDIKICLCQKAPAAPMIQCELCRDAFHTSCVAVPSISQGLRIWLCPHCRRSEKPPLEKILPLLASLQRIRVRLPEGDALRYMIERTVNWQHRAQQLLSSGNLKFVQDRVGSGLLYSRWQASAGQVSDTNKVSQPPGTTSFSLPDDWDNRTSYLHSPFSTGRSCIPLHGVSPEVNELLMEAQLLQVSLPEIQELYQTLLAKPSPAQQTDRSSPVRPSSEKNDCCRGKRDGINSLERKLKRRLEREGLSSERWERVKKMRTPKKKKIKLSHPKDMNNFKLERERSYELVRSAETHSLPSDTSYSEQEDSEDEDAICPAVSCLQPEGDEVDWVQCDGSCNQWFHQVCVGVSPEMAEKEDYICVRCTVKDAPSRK
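Inhibition is measured as reduced NADH fluorescence generation from FDH coupling to formaldehyde release. Truncated KDM5BΔAP at 200 nM final acts on H3K4me3 peptide (12.5 µM in substrate mix) in pH 7.5 HEPES buffer with Tween-20, 30 min, room temperature.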
Starred values were filed as active, the others as inactive; ? = inconclusive; & = joins results of further samples; [ ] = remark or other dose. Potency means the concentration at half of the fitted maximal effect.

KDM5B inhibitor	mol
-21%	C=CCOc1ccc(/C=C(\C#N)C(=O)NCCN2CCOCC2)cc1
?	N#Cc1nc(-c2ccccc2F)oc1N1CCN(Cc2ccccc2)CC1
-6%[115 µM]	CC(=O)N[C@H]1C[C@@H](c2nc(-c3ccccc3)no2)N(C)C1
-12%	COCCNC(=O)[C@@H]1C[C@H](Oc2ccccc2)CN1C(=O)c1cccc(C)c1
-17%	Cc1nc(CN2C(=O)OC3(CCN(CCCc4ccccc4)CC3)C2(C)c2ccccc2)cs1 (stereo unspecified)
-4%	COc1cc(CCC(=O)N2CCc3nn(Cc4ccccc4)c(=O)n3CC2)on1
-8%	COc1ccc(C(=O)N2CCC(c3nc4ccccc4o3)CC2)cc1
22%	CCC(=O)NCC1CC2c3ccccc3C1c1ccccc12 (stereo unspecified)
?	CC(=O)c1ccc(S(=O)(=O)N2CCn3cccc3C2c2ccc(C)cc2)cc1 (stereo unspecified)
-2%	Cc1nc(SC(C)C(=O)NC2(C#N)CCCCC2)c2ccccc2n1 (stereo unspecified)
?	O=C(Nc1ccccc1)C1CC(=O)N(c2n[nH]c3cc(Br)ccc23)C1 (stereo unspecified)
?	COCCNC(=O)c1ccc2c(c1)N(C)C(CC(=O)NCc1ccncc1)CO2 (stereo unspecified)
-7%	CCn1cc(CNC(=O)Nc2ccc(Cl)cc2)c(C)n1
-8%	O=C(Oc1ccc(Br)cc1)c1cccc(S(=O)(=O)N2CCOCC2)c1
19%	CCc1ccc(/C=N/N=C/c2ccc(CC)cc2)cc1
7%	CC1CCN(CC(=O)NCCC2=CCCCC2)CC1
-11%	Cc1ccc(Cl)cc1N1CCN(CCCNC(=O)c2ccc3nc(N4CCCCC4)sc3c2)CC1
3%	COC(=O)c1cccc(COC(=O)c2ccc(CO)cc2)c1
?	COc1cc(F)ccc1CNCc1cccnc1N1CCOCC1
-15%	Cc1ccc(C)c(NC(=O)c2cc(S(=O)(=O)N3CCc4ccccc4C3)ccc2F)c1
22%[86.2 µM]	Cc1ccccc1-n1nc(C)c([C@H]2C=C[C@@H](OC(=O)NC(C)C)C2)c1C
13%	COc1cc(COc2ccc(C(C)=O)cc2)c(OC)cc1Br
15%	N#C/C(=C\c1ccc(-c2ccc(Cl)c(Cl)c2)o1)c1ccccc1
-4%	Cc1ccc(C2(O)CCN(c3nc(C)ccc3C(N)=O)CC2)nc1

Three compounds out of the list, ordered by molar mass, falling:
KDM5B inhibitor	mol
-12%	COCCNC(=O)[C@@H]1C[C@H](Oc2ccccc2)CN1C(=O)c1cccc(C)c1
22%	CCC(=O)NCC1CC2c3ccccc3C1c1ccccc12 (stereo unspecified)
7%	CC1CCN(CC(=O)NCCC2=CCCCC2)CC1

The listing continues.
KDM5B inhibitor	mol
-23%	O=C(COc1ccccc1)Nc1nnc2n1CCS2
-17%	CCN(CC)C(=O)C1CCCCC(=O)N1C (stereo unspecified)
-15%	COc1ccc(C2=C(O)C(=O)N(Cc3ccc(C)cc3)C2c2ccc(F)cc2)cc1 (stereo unspecified)
5%	COc1cccc(CNC(=O)[C@@H]2C[C@@H](O)CN2C2CCN(C(=O)c3ccccc3OC)CC2)c1
-21%	COc1cccc(C(=O)Nc2ccc3c(c2)CN(Cc2cccc(OC)c2OC)C(=O)CO3)c1
?	COc1ccc(C2C=C(c3ccccc3)Nc3nc(NC(=O)c4cccc([N+](=O)[O-])c4)nn32)cc1 (stereo unspecified)
-20%	Cc1ccc(CNCCc2cccs2)s1
?	COc1ccc(Cl)cc1NC(=O)CCS(=O)(=O)c1nc(-c2cccs2)cc(C(F)(F)F)n1

In the list so far, these have a cyano group.
KDM5B inhibitor	mol
-21%	C=CCOc1ccc(/C=C(\C#N)C(=O)NCCN2CCOCC2)cc1
?	N#Cc1nc(-c2ccccc2F)oc1N1CCN(Cc2ccccc2)CC1
-2%	Cc1nc(SC(C)C(=O)NC2(C#N)CCCCC2)c2ccccc2n1 (stereo unspecified)
15%	N#C/C(=C\c1ccc(-c2ccc(Cl)c(Cl)c2)o1)c1ccccc1

The list continues.
KDM5B inhibitor	mol
7%	Cc1ncsc1CCN(C)C(=O)c1cc(=O)[nH]c(=O)[nH]1
5%	CC1=C(C(=O)OC(C)(C)C)C(/C(Cl)=C/c2ccccc2)NC(=O)N1 (stereo unspecified)
12%	Cc1cccc(CS(=O)Cc2coc(-c3ccc(F)cc3)n2)c1 (stereo unspecified)
-17%[11.5 µM]	COc1cccc(CNS(=O)(=O)c2ccc3c(c2)C(C(C)C)C(=O)N3)c1 (stereo unspecified)
11%	CC1CCC2(CC1)NC(=O)N(CC(=O)NC1CCCC1)C2=O (stereo unspecified)
?	CCOC(=O)c1ccc(N2C(=O)c3n[nH]c(-c4cccs4)c3C2c2cccc(OC)c2)cc1 (stereo unspecified)
?	O=C(NCc1coc(-c2cccs2)n1)c1cc(F)c(Cl)cc1Cl
-8%	COc1ccc(C(=O)Nc2ccc(Cl)cc2C(=O)N2CCCCCC2)cc1
6%	COC(=O)c1nc(NC(=O)Cn2nc3c(cc2=O)CCCCC3)sc1C(C)C
1%&-30%	COc1cc(NC(=O)CSc2ccc(-c3ccccn3)nn2)cc(OC)c1
-6%	COc1ccc(-c2coc3c(C)c(OCCN4CCC(C(N)=O)CC4)ccc3c2=O)cc1
-8%	O=C(CCc1ncc(-c2ccccc2Cl)o1)NC1=NCCS1
0%	COC(=O)C1CN(CC(C)C)CCS(=O)(=O)N1Cc1ccc(F)cc1 (stereo unspecified)
18%	O=C(Cn1nnc(-c2ccc(Br)cc2)n1)N1CCOCC1
7%	CCCCOC(=O)COc1ccc(S(=O)(=O)c2ccc(OCC(=O)OCCCC)cc2)cc1
-13%	O=C(CC1CCCC1)NCC1CCCO1 (stereo unspecified)

Brought forward from above: 6 compounds; new compounds follow.
KDM5B inhibitor	mol
-6%	COc1ccc(-c2coc3c(C)c(OCCN4CCC(C(N)=O)CC4)ccc3c2=O)cc1
-8%	O=C(CCc1ncc(-c2ccccc2Cl)o1)NC1=NCCS1
0%	COC(=O)C1CN(CC(C)C)CCS(=O)(=O)N1Cc1ccc(F)cc1 (stereo unspecified)
18%	O=C(Cn1nnc(-c2ccc(Br)cc2)n1)N1CCOCC1
7%	CCCCOC(=O)COc1ccc(S(=O)(=O)c2ccc(OCC(=O)OCCCC)cc2)cc1
-13%	O=C(CC1CCCC1)NCC1CCCO1 (stereo unspecified)
25%	Cc1cc(C)nc(/N=C2\NC(=O)CC(C(=O)O)N2c2ccc(C)c(C)c2)n1 (stereo unspecified)
7%	CCCCOC(=O)/C(C#N)=C\c1ccc(-c2ccc(Cl)cc2)o1
7%	CCOc1ccc2ncc3c(-c4ccccc4)nn(CC(=O)Nc4cccc(F)c4)c3c2c1
4%	CCCn1c(SCCCn2c(=O)c3c(ncn3C)n(C)c2=O)nc2ccccc2c1=O
15%	CCCCNCc1ccc(OCc2ccc(Cl)nc2)c(OC)c1
-4%	Clc1ccc(CNC2=NCCNC23CCOCC3)cc1
15%	Cc1ccc(/C=N/Nc2ccc(S(=O)(=O)Nc3cccc(Cl)c3)cc2[N+](=O)[O-])s1
-27%	CCc1cccc(NC(=O)c2c(C)oc3ncnc(N4CCCCC4)c23)c1
?	Cc1cc(C(=O)N2CCOCC2)c2c(C3CCCN3)noc2n1 (stereo unspecified)
15%	CCOc1ccc(CNS(=O)(=O)c2c(C)nc3scc(C)n3c2=O)cc1OC
15%	C=C(C)Cn1c(N2CCOCC2)nc2c1c(=O)[nH]c(=O)n2C
-4%	O=C(Nc1ccc(Cl)c(C(F)(F)F)c1)c1ccccc1
-1%[86.2 µM]	Cc1nn(-c2ccc(F)cc2)c(C)c1[C@@H]1C=C[C@@H](NC(=O)NC(C)C)C1
-15%	COc1cccc(CN2CCc3c(cc(C(=O)N(C)C)n3C)C2)c1
?	COCCCN1CC2(CCN(C(=O)c3ccccc3N(C)C)CC2)CC1=O
-19%	COCCC(=O)N1C[C@@H]2CCCN3CCC[C@@H]([C@H]23)[C@H]1CCCC(=O)Nc1ccccc1
?	COCCn1c(C)cc(C(=O)CSc2nnnn2C2CCCC2)c1C
12%	O=C(CSc1nc(=O)[nH]c2c1CCC2)NCc1ccc(Cl)cc1
?	O[C@@H]1C[C@@H](c2nc(-c3cccnc3)no2)N(Cc2cc3ccccc3o2)C1
-8%	COc1cccc(N2C(=O)NC(=NC3CCCCC3)C23CCN(C(=O)OCc2ccccc2)C3)c1 (stereo unspecified)
?	COCCn1c(-c2ccc(SC)cc2)nc2c1c(=O)[nH]c(=O)n2CC(C)C
-26%	O=C(c1cc(Cl)ccc1F)N1CCC(n2cc(-c3nc(C4CC4)no3)nn2)C1 (stereo unspecified)
9%	C=CCOc1ccccc1C1C2=C(CC(C)(C)CC2=O)OC2=C1C(=O)CC(C)(C)C2
-4%	COc1cc(/C=C(/C#N)c2nc3ccccc3[nH]2)ccc1OC(C)C
?	Cc1nc2c(C(=O)N(C)Cc3ccccc3)c[nH]n2c(=O)c1Cc1ccc(Cl)cc1
-11%	CN1CCN(CCOc2ccc(C#N)cc2)CC1
5%	CCc1cccc(C)c1Nc1c(-c2cccs2)nc2nc(C)cc(C)n12
?	CC(C)CNc1oc(/C=C/c2cccs2)nc1C#N
-4%	CCc1ccccc1NC(=O)c1ccc(F)c(S(=O)(=O)N2CCN(c3cccc(Cl)c3)CC2)c1
-17%	CC1(c2noc(-c3ccccc3)n2)CCN(C(=O)CCC(=O)N2CC(=O)Nc3ccccc32)CC1
?	Cc1ccnc(NC(c2ccccc2F)c2ccc3cccnc3c2O)c1 (stereo unspecified)
-13%	Cc1cc(Cl)ccc1NC(=O)CSc1nc2c(c(=O)[nH]1)CCC2

Pulled one by one from the list above:
KDM5B inhibitor	mol
?	Cc1ccnc(NC(c2ccccc2F)c2ccc3cccnc3c2O)c1 (stereo unspecified)
-17%	CC1(c2noc(-c3ccccc3)n2)CCN(C(=O)CCC(=O)N2CC(=O)Nc3ccccc32)CC1

Further compounds:
KDM5B inhibitor	mol
?	Cc1cccc2c1-c1sc(C(=O)NCc3ccccc3Cl)cc1CO2
22%	CCCNC(=O)N1CCC2(CC1)C(=O)N(C)c1ccccc12
-10%	CCCNC(=O)CCc1c(C)nc2nc(-c3cc(OC)cc(OC)c3)nn2c1C
22%	COc1ccc(C(=O)N2CCCC2c2nc(CCOCC3CC3)no2)cc1 (stereo unspecified)
4%[86.2 µM]	O=C(Nc1ccccc1)c1cnc2n1CCN(Cc1ccc3[nH]ccc3c1)CC2
20%	Cc1nc(NC(=O)CCOc2ccc(Cl)cc2)sc1C
26%	Cc1ccc(C23CC4CC(CC(C(=O)N5CCN(C)CC5)(C4)C2)C3)cc1
21%	CCOc1ccccc1NS(=O)(=O)c1ccc2c(c1)CC(C)N2C(=O)C1CC1 (stereo unspecified)
-19%	Cc1nn(-c2ccccc2)c(-n2cccc2)c1C(=O)N1CCN(c2ccccc2)CC1
?	O=C(Nc1cnc(-c2ccc(Cl)cc2)nc1)c1ccccc1F
3%	Cc1nc2c(=O)n(-c3ccc(F)c(Cl)c3)nc(C)c2s1
-10%	O=C(CCCN1C(=O)COc2ccc(C(=O)COc3cccc(Cl)c3)cc21)NCc1ccccc1
-17%	N#CCC(=O)Nc1ccc(C(=O)N2CCN(c3ccccn3)CC2)cc1
?	COc1ccc(C(=O)NCCn2ccn3nc(-c4cc(C)ccc4C)cc3c2=O)c(OC)c1
13%	O=C(Cc1nnc(NC(=O)c2cccc([N+](=O)[O-])c2)s1)NCc1ccccc1
36%	Cc1nc(NC(=O)CN2CCC(O)(c3ccc(F)cc3)CC2)sc1C
32%	Cc1ccc(CN2CCN(CC(=O)N/N=C/c3ccccc3F)CC2)cc1
8%	CN1Cc2cccn2CC1CNC(=O)Nc1ccccc1 (stereo unspecified)
400%[activator]	CC(=O)c1ccc(N2CCN(CN3C(=O)CC4(CCCC4)C3=O)CC2)c(F)c1
-27%	Cc1c(-c2cc(C(=O)N3CCC(=O)N(CC4CC4)C(C(C)C)C3)no2)cnn1C (stereo unspecified)
-12%	O=C(C1CCCO1)N1CCN(Cc2coc(-c3ccc(F)cc3)n2)CC1 (stereo unspecified)
16%	Cc1cc(C)n2nc(C(=O)OCC(=O)N(C)C3CCS(=O)(=O)C3)nc2n1 (stereo unspecified)
-13%	COc1ccccc1C(=O)N1CCC(n2cc(-c3nc(-c4ccccc4)no3)nn2)C1 (stereo unspecified)
-5%	N#Cc1nc(COc2ccc(Cl)cc2)oc1NCc1ccc(F)cc1
-6%	COC(=O)[C@H](CC1CCCCC1)NC(=O)[C@@H]1C[C@@H](NC(=O)Nc2cccc(F)c2)CCN1C(=O)CCC(=O)O
30%[activator][86.2 µM]	CC1=C[C@@H](CN(C)C)[C@H](C(C)C)C[C@H]1Cc1nc2ncc(Cl)cc2[nH]1
-14%	COc1cccc(CN2C(=O)OC3(CCN(C(=O)C4CCOCC4)CC3)C2(C)c2cccnc2)c1 (stereo unspecified)
-8%	O=C(Nc1ccc(Br)cc1)C(c1ccccc1)C1CCCC1 (stereo unspecified)
0%[86.2 µM]	COCCn1c2c(c(=O)n1-c1ccccc1)CCN(C(=O)Cc1ccc3c(c1)OCO3)C2
?	CCCC(CCC)C(=O)Nc1cccc(-c2cn3cccnc3n2)c1
-22%	CCN(C(=O)c1cc2c(=O)oc3ccc(C)cc3c2s1)c1ccccc1C
18%	CCc1ccc(C(=O)COC(=O)C(NC(=O)c2ccccc2C)C(C)C)cc1 (stereo unspecified)
20%	COc1cc(NS(=O)(=O)c2ccc(NC(=S)NC(=O)c3ccccc3)cc2)nc(OC)n1
?	CC(NC(=O)c1ccc2nccn2c1)c1ccccc1-n1cccn1 (stereo unspecified)
-27%[86.2 µM]	CC(C)C(=O)N1CCC(Oc2cnc3c(ccn3-c3cncnc3)c2)CC1
13%	C=CCOc1ccc(C(c2c(C)n(C)n(-c3ccccc3)c2=O)c2c(C)n(C)n(-c3ccccc3)c2=O)cc1
-2%	CSc1cccc(NC(=O)Cn2c(-c3cnccn3)nc(C)c(C)c2=O)c1

Bioassay records from PubChem.

Only part of the results is shown; rates above refer to the full screens.
